Measles CPE = protection of cells from measles virus. Measles virus-infected cells, CPE protection, absorbance. protection (pct of control), % at 4 µM. hit rate 1.5% among 140,000; in the data active = protection mostly above about 24%, no sharp cut-off; inactive = mostly below about 26%; note: some compounds called inactive have numbers as strong as hits
Yeast lifespan up = yeast lifespan extension; S. cerevisiae growth with nicotinamide, OD615; deaD strain in restrictive glucose medium; inhibition of the nicotinamide effect, % at 10 µM; hit rate 0.68% among 130,000; AID 775;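 active = inhibition above a set limit, placed 3 SD over the median of all compounds, cut at about 26% in these data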;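 note: 0% = nicotinamide-treated wells and 100% = cells grown without nicotinamide; some compounds called inactive have numbers as strong as hits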
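Assay system: DeaD-strain S. cerevisiae. Medium: CSMM-D glucose medium, restrictive. Reagent: nicotinamide, 1.5 mM, co-present with compound. Compound: 10 µM single point, 0.25% DMSO. Schedule: culture preincubation 4 h, compound exposure 48 h, both 30 °C. Detection: absorbance at 615 nm.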
MRP1 act = activators of MRP-1 | H69AR cells + doxorubicin, viability rescue, CellTiter-Glo | viability increase, % at 10 µM | hit rate 0.61% among 140,000 | AID 799;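 active = viability gain under doxorubicin at or above a set limit, the compound median plus 3 SD, cut at about 4.7% in these data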;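 note: MRP-1 overexpressing cells given doxorubicin 25 µM after compound pretreatment; 18-22 h compound pretreatment then 72 h with doxorubicin before readout; 0% = doxorubicin-only wells and 100% = vehicle-treated cells without doxorubicin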
PTEN del growth = suppresses growth of cells with PTEN deletion; HCT116 PTEN-null viability, CellTiter-Glo, 60 h; hits give low values; viability, % at 10 µM; hit rate 1.2% among 140,000; AID 827;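 active = viability at or below a set limit, 4 SD under the median of all tested compounds, cut at about 3.7% in these data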;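 note: PTEN knockout HCT116 line with beta catenin targeted HCT116 as companion control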
E-sel TNF inh = TNF alpha driven E-selectin expression inhibition. HUVEC TNFa-induced E-selectin immunofluorescence, high content. inhibition, % at 2 µM. hit rate 0.71% among 120,000;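 active = inhibition above the batch mean plus 3 SD, and confirmed as a hit on visual image review, cut at about 43% in these data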;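 note: 0% = TNF-stimulated DMSO wells and 100% = unstimulated control wells; not every result past the cut was called active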
NPY Y2 blocker = antagonists of human neuropeptide Y receptor Y2; P49146; NPY-Y2 expressing cells, antagonist mode; inhibition, % at 2.7 µM; hit rate 0.99% among 140,000; AID 793; in the data active = inhibition above about 17%;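 note: 0% = vehicle with agonist challenge and 100% = reference antagonist with challenge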
Target sequence (P49146 whole entry, looked up): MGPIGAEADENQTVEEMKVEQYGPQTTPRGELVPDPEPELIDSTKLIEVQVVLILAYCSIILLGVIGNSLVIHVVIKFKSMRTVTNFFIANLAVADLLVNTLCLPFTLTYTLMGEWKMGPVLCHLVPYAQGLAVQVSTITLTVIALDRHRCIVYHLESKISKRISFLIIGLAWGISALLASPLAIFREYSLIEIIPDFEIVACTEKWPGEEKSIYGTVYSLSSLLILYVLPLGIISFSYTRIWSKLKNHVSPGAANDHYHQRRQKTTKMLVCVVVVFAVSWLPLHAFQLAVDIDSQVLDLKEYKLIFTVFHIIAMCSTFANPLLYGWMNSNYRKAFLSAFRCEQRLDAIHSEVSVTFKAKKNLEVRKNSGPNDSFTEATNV
GALR2 blocker = blocks the human galanin receptor 2; GALR2-expressing cells, antagonist mode; inhibition, % at 4 µM; O43603; AID 828; hit rate 0.39% among 140,000; in the data active = inhibition above about 27%;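 note: cells stimulated with galanin 1-16 at roughly its EC80; 0% = agonist challenge control and 100% = basal control without agonist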
Target sequence (O43603 whole entry, looked up): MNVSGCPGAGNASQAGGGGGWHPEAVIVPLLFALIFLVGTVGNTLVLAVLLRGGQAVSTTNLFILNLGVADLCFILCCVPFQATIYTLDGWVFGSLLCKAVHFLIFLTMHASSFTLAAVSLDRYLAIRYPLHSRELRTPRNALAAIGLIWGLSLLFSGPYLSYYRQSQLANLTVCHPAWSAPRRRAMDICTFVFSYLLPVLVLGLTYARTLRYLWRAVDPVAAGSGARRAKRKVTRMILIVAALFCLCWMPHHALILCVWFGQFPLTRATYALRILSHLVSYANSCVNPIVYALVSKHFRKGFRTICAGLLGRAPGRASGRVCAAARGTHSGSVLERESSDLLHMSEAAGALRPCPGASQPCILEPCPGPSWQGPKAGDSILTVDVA
Yeast growth inh = yeast BB579 growth reduction in restrictive medium. AID 804. inhibition, % at 10 µM. hit rate 0.51% among 140,000. S. cerevisiae BB579 growth, OD615, 48 h;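 active = inhibition above a set limit, 3 SD over the mean compound inhibition, cut at about 44% in these data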; note: inactives centre near -24
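controls = amphotericin B 10 µg/mL, positive | assay system = DeaD yeast strain BB579 | schedule = 48 h compound exposure at 30 °C after 4 h preincubation | detection = OD615 turbidity measurement | medium = restrictive CSMM-D medium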
Phagocytosis inh = blocks phagocytosis by macrophages; J774A.1 macrophage IgG-bead phagocytosis, imaging; inhibition, % at 5 µM; hit rate 0.07% among 110,000;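 active = inhibition above the mean of the plate negative controls plus 5 SD, cut at about 13% in these data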;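 note: phagocytic index as fraction of beads internalized from green versus red external bead signal; plate controls were DMSO negative control for no effect and cytochalasin-D positive control for full effect; some results beyond the cut were filed as inactive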
bCat KO growth = beta-catenin-lacking colon tumor cell growth suppression | HCT116 beta-catenin knockout viability, CellTiter-Glo, 60 h; hits give low values | viability, % at 10 µM | hit rate 1.5% among 140,000;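 active = viability at or under a set limit, the compound median less 4 SD, cut at about 6% in these data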;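 note: 0% = Hyamine 1622 control at 20 µM and 100% = untreated cell control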
Starred values were filed as active, the others as inactive. Hits appear at their usual frequency. About 6.1% of those tested had a hit in this group.

How did Cc1cccc(C(=O)NC(=S)NNC(=O)c2cccs2)c1 do in these assays?
Measles CPE: 4; Yeast lifespan up: 10; MRP1 act: -1.9; PTEN del growth: 15; NPY Y2 blocker: 1; GALR2 blocker: 10; Yeast growth inh: 49*; Phagocytosis inh: -1; bCat KO growth: 21

How did CCOc1ccc(-n2c(=O)c3c(C)c(C)sc3n(CC(=O)NCc3ccco3)c2=O)cc1 do in these assays?
Measles CPE: 15; Yeast lifespan up: -2; MRP1 act: -6.1; PTEN del growth: 34; E-sel TNF inh: 24; NPY Y2 blocker: 1; GALR2 blocker: 3; Yeast growth inh: -43; Phagocytosis inh: 0; bCat KO growth: 54

What do the screens show for `CC(=O)NC(Cc1ccc(C)cc1)C(=O)NC1CCN(C(=O)c2ccc([N+](=O)[O-])cc2)CC1` (configuration not stated)?
Measles CPE: 7; Yeast lifespan up: 1; MRP1 act: -1.8; PTEN del growth: 95; NPY Y2 blocker: 1; GALR2 blocker: 0; Yeast growth inh: -6; Phagocytosis inh: 1; bCat KO growth: 84

Results for CCN(CC)CCn1c(NCc2ccc(C)o2)nc2ccccc21 ?
Measles CPE: 18; Yeast lifespan up: -6; MRP1 act: -2.1; PTEN del growth: 83; E-sel TNF inh: 1; NPY Y2 blocker: 9; GALR2 blocker: 7; Yeast growth inh: -15; Phagocytosis inh: -1; bCat KO growth: 74

What do the screens show for `COCCCn1c(=S)[nH]c2ccc(N3CCOCC3)cc2c1=O`?
Measles CPE: 3; Yeast lifespan up: -16; MRP1 act: -2.5; PTEN del growth: 87; Yeast growth inh: 2; Phagocytosis inh: -1; bCat KO growth: 84

Results for CCc1ccc2[nH]c(=O)c(C(c3nnnn3Cc3ccc(OC)cc3)N3CCOCC3)cc2c1 (configuration not stated) ?
Measles CPE: 20; Yeast lifespan up: -5; MRP1 act: -1.5; PTEN del growth: 93; NPY Y2 blocker: 1; GALR2 blocker: 1; Yeast growth inh: -56; Phagocytosis inh: 1; bCat KO growth: 90

Results for N#CC(C(=O)NC1CC1)c1nc2ccccc2nc1N1CCN(C/C=C/c2ccccc2)CC1 (configuration not stated) ?
Measles CPE: 10; Yeast lifespan up: -8; MRP1 act: -0.1; PTEN del growth: 102; E-sel TNF inh: -11; NPY Y2 blocker: 1; GALR2 blocker: 6; Yeast growth inh: -73; Phagocytosis inh: -2; bCat KO growth: 104

What do the screens show for `CC(C)c1[nH]nc2c1C(c1cccs1)C(C#N)=C(N)O2` (configuration not stated)?
Measles CPE: 12; MRP1 act: -3.4; PTEN del growth: 58; E-sel TNF inh: 26; NPY Y2 blocker: 3; GALR2 blocker: 8; Yeast growth inh: -31; bCat KO growth: 57

How did Clc1ccc(-c2nnc3n2CCCC3)cc1 do in these assays?
Measles CPE: 9; Yeast lifespan up: -1; MRP1 act: -2.6; PTEN del growth: 97; E-sel TNF inh: 8; NPY Y2 blocker: 0; GALR2 blocker: -1; Yeast growth inh: -40; bCat KO growth: 91

Results for On1nnc2ccc3ccccc3c21 ?
Measles CPE: 11; Yeast lifespan up: 8; MRP1 act: -2.3; PTEN del growth: 96; NPY Y2 blocker: 1; GALR2 blocker: -8; Yeast growth inh: -39; Phagocytosis inh: -3; bCat KO growth: 87

How did O=C(NCc1ccccc1)c1ccc2nc(-c3ccco3)c(-c3ccco3)nc2c1 do in these assays?
Measles CPE: 3; Yeast lifespan up: -9; MRP1 act: -0.6; PTEN del growth: 81; E-sel TNF inh: 0; NPY Y2 blocker: -2; GALR2 blocker: 8; Yeast growth inh: -73; Phagocytosis inh: -2; bCat KO growth: 90

Results for CO/N=C(\c1nonc1N)N1CCN(c2ccc([N+](=O)[O-])cc2Cl)CC1 ?
Measles CPE: 3; Yeast lifespan up: -14; MRP1 act: -1.7; PTEN del growth: 70; E-sel TNF inh: 20; NPY Y2 blocker: 2; GALR2 blocker: -2; Yeast growth inh: -47; Phagocytosis inh: 2; bCat KO growth: 69

An excerpt taken from the entries so far, as a working copy:
How did Cc1cccc(C(=O)NC(=S)NNC(=O)c2cccs2)c1 do in these assays?
Measles CPE: 4; Yeast lifespan up: 10; MRP1 act: -1.9; PTEN del growth: 15; NPY Y2 blocker: 1; GALR2 blocker: 10; Yeast growth inh: 49*; Phagocytosis inh: -1; bCat KO growth: 21

How did CCOc1ccc(-n2c(=O)c3c(C)c(C)sc3n(CC(=O)NCc3ccco3)c2=O)cc1 do in these assays?
Measles CPE: 15; Yeast lifespan up: -2; MRP1 act: -6.1; PTEN del growth: 34; E-sel TNF inh: 24; NPY Y2 blocker: 1; GALR2 blocker: 3; Yeast growth inh: -43; Phagocytosis inh: 0; bCat KO growth: 54

The list continues.
What do the screens show for `CCOC(=O)c1c[nH]c2c(Cl)ccc(Cl)c2c1=O`?
Measles CPE: 19; Yeast lifespan up: -6; MRP1 act: -1.1; PTEN del growth: 92; E-sel TNF inh: -20; NPY Y2 blocker: 3; GALR2 blocker: 7; Yeast growth inh: -61; Phagocytosis inh: 0; bCat KO growth: 88

What do the screens show for `CSCCC(C(=O)N1C[C@]2(C)C[C@H]1CC(C)(C)C2)N1C(=O)c2ccccc2C1=O` (some centres not stated)?
Measles CPE: 19; Yeast lifespan up: -9; MRP1 act: -2.2; PTEN del growth: 89; E-sel TNF inh: -33; NPY Y2 blocker: 4; GALR2 blocker: 3; Yeast growth inh: 6; bCat KO growth: 82

Results for CCOC(=O)CSc1nnc([C@H](CC(C)C)NC(=O)OC(C)(C)C)o1 ?
Measles CPE: 17; MRP1 act: -1.4; PTEN del growth: 97; E-sel TNF inh: -9; NPY Y2 blocker: 4; GALR2 blocker: 4; Yeast growth inh: -30; bCat KO growth: 103

Results for CCCCN(C)C(=O)C(Cc1ccccc1)NS(=O)(=O)c1ccc2c(c1)CCC(=O)N2 (configuration not stated) ?
Measles CPE: 8; Yeast lifespan up: -8; MRP1 act: -2.3; PTEN del growth: 87; NPY Y2 blocker: 1; GALR2 blocker: 0; Yeast growth inh: -28; Phagocytosis inh: 0; bCat KO growth: 91

How did COC(=O)c1cccc(NC(=O)/C(=C\c2ccccc2)NC(=O)c2ccccc2Cl)c1 do in these assays?
Measles CPE: 12; Yeast lifespan up: 6; MRP1 act: -3.6; PTEN del growth: 73; E-sel TNF inh: -34; NPY Y2 blocker: 5; GALR2 blocker: -12; Yeast growth inh: -19; Phagocytosis inh: -7; bCat KO growth: 82

How did COc1ccc(NC(=O)c2ccc(-c3ccc(C)c4ccccc34)o2)cc1 do in these assays?
Measles CPE: 2; Yeast lifespan up: -1; MRP1 act: 0.3; PTEN del growth: 97; E-sel TNF inh: -8; NPY Y2 blocker: 2; GALR2 blocker: 0; Yeast growth inh: -3; bCat KO growth: 86

Results for CC(=O)Nc1ccc(S(=O)(=O)Oc2ccc(C=O)cc2)cc1 ?
Measles CPE: 5; Yeast lifespan up: -1; MRP1 act: -3.3; PTEN del growth: 91; NPY Y2 blocker: 1; GALR2 blocker: 8; Yeast growth inh: -9; Phagocytosis inh: -1; bCat KO growth: 95

How did COC(=O)CSc1nnc2n1C(C)(C)Cc1ccccc1-2 do in these assays?
Measles CPE: 2; Yeast lifespan up: -5; MRP1 act: 0.3; PTEN del growth: 110; E-sel TNF inh: -10; NPY Y2 blocker: 0; GALR2 blocker: -3; Yeast growth inh: -26; Phagocytosis inh: -1; bCat KO growth: 107

Results for COc1ccc(N(Cc2cc3cc(OC)ccc3[nH]c2=O)S(C)(=O)=O)cc1 ?
Measles CPE: 18; Yeast lifespan up: -12; MRP1 act: -1.9; PTEN del growth: 90; E-sel TNF inh: 44; NPY Y2 blocker: 0; GALR2 blocker: 7; Yeast growth inh: -8; bCat KO growth: 90

What do the screens show for `O=C(NC12CC3CC(CC(C3)C1)C2)N1CCC(O)CC1`?
Measles CPE: 1; Yeast lifespan up: -16; MRP1 act: -1.9; PTEN del growth: 96; E-sel TNF inh: -8; NPY Y2 blocker: 1; GALR2 blocker: -8; Yeast growth inh: -31; Phagocytosis inh: 0; bCat KO growth: 108

Results for O=C(CCC(=O)NNC(=O)Nc1ccc(Cl)cc1)NCc1ccccc1 ?
Measles CPE: 4; Yeast lifespan up: -7; MRP1 act: -0.5; PTEN del growth: 86; E-sel TNF inh: -59; NPY Y2 blocker: -3; GALR2 blocker: 9; Yeast growth inh: -47; Phagocytosis inh: 0; bCat KO growth: 90

What do the screens show for `Cc1cc(C(=O)NCCCc2ccccc2)no1`?
Measles CPE: 27; Yeast lifespan up: -8; MRP1 act: -0.2; PTEN del growth: 99; E-sel TNF inh: -1; NPY Y2 blocker: 2; GALR2 blocker: 11; Yeast growth inh: -7; Phagocytosis inh: 1; bCat KO growth: 89

Results for COC(=O)c1ccc(CSc2nnc(NC(=O)c3cc4c(s3)CCCC4)s2)cc1 ?
Measles CPE: 19; Yeast lifespan up: -12; MRP1 act: -3.9; PTEN del growth: 51; E-sel TNF inh: 9; NPY Y2 blocker: 2; GALR2 blocker: 1; Yeast growth inh: -15; bCat KO growth: 44

How did CC(C)(C)c1ccc(C(=O)Nc2ccc(Cl)cc2)cc1 do in these assays?
Measles CPE: 7; Yeast lifespan up: 1; MRP1 act: 2.2; PTEN del growth: 94; E-sel TNF inh: 2; NPY Y2 blocker: 3; GALR2 blocker: -2; Yeast growth inh: -15; Phagocytosis inh: -12; bCat KO growth: 90

Results for CCOC(=O)CCn1nnc(N)n1 ?
Measles CPE: 13; Yeast lifespan up: -9; MRP1 act: -1.2; PTEN del growth: 95; E-sel TNF inh: -8; NPY Y2 blocker: 3; GALR2 blocker: 7; Yeast growth inh: -54; bCat KO growth: 101

What do the screens show for `COc1cc(C(=O)COC(=O)CNC(=O)C2CCCCC2)cc(OC)c1OC`?
Measles CPE: 9; Yeast lifespan up: -9; MRP1 act: -0.8; PTEN del growth: 95; E-sel TNF inh: -1; NPY Y2 blocker: 1; GALR2 blocker: -7; Yeast growth inh: -39; Phagocytosis inh: 0; bCat KO growth: 92

Results for COc1ccc(OC)c(C2C(C(=O)c3cc4ccccc4o3)=C(O)C(=O)N2c2cc(C)on2)c1 (configuration not stated) ?
Measles CPE: 9; Yeast lifespan up: -6; MRP1 act: -0.1; PTEN del growth: 111; E-sel TNF inh: 4; NPY Y2 blocker: 6; GALR2 blocker: -3; Yeast growth inh: -4; Phagocytosis inh: 0; bCat KO growth: 95

Results for CCCc1cc(=O)[nH]c(SCc2csc(-c3ccccc3)n2)n1 ?
Measles CPE: 6; Yeast lifespan up: -3; MRP1 act: -1.2; PTEN del growth: 104; E-sel TNF inh: 1; NPY Y2 blocker: 6; GALR2 blocker: -4; Yeast growth inh: -21; Phagocytosis inh: -1; bCat KO growth: 101

Compound activity deposited in PubChem by several laboratories.
